BCLXL inh = inhibitors of human Bcl-xL, primary screen, biochemical, fluorescence polarization, HTS; inhibition, % at 10.9 µM; GST-Bcl-xL / FITC-Bim BH3 peptide fluorescence polarization; 0.7% of 320,000 active;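 active means inhibition above the mean of all tested compounds plus 3 SD, cutoff set per campaign, cut at about 30% in these data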;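 further: 0% = DMSO wells and 100% = unlabeled Bim-BH3 peptide competitor; inhibitors lower millipolarization by displacing the labeled peptide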
Target sequence (Q07817 whole entry, looked up): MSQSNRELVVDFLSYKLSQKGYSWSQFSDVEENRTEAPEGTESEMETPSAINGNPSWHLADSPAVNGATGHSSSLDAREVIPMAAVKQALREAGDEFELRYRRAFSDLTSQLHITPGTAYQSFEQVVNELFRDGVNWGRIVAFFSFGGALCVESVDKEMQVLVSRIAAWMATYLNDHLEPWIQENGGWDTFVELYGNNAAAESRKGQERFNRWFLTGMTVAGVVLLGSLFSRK
MCL1 BIM primary = inhibitors of MCL1 binding to BIM-BH3, primary screen, biochemical, fluorescence polarization | Induced myeloid leukemia cell differentiation protein Mcl-1 (Homo sapiens), Q07820 | 0.68% of 320,000 active | inhibition, % at 10.9 µM | GST-MCL1 / FITC-Bim-BH3 fluorescence polarization;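 active means inhibition above the mean inhibition of all tested compounds plus 3 SD, set per campaign, cut at about 40% in these data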;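 further: 0% = DMSO wells and 100% = unlabeled Bim-BH3 peptide control; higher means more loss of mP so more displacement of Bim peptide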
Target sequence (Q07820 whole entry, looked up): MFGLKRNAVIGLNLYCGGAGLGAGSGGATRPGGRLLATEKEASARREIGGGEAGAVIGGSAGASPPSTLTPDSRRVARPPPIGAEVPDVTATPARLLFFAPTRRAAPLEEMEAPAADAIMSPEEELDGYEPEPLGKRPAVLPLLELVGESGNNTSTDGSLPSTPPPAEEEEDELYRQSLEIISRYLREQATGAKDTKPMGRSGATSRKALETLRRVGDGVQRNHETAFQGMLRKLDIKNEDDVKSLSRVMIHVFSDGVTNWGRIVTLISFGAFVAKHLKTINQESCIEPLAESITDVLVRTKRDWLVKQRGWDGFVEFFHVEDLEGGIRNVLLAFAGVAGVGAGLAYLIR
PME-1 inh = PME-1 inhibitors via competitive probe labeling, primary screen, biochemical, fluorescence polarization, FP-Rh probe, HTS. Protein phosphatase methylesterase 1 (Homo sapiens), Q9Y570. recombinant PME-1. inhibition, % at 5.9 µM. 0.53% of 320,000 active. AID 2130, 2009;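 active means inhibition above the campaign mean of all compounds plus 3 SD, cut at about 26% in these data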;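 further: competitive labeling of PME-1 active site by serine hydrolase directed probe; 0% = PME-1 with DMSO and 100% = wells lacking PME-1 enzyme; inhibitors block probe labeling so polarization falls and inhibition rises; many of its hits are not listed in these tables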
Target sequence (Q9Y570 whole entry, looked up): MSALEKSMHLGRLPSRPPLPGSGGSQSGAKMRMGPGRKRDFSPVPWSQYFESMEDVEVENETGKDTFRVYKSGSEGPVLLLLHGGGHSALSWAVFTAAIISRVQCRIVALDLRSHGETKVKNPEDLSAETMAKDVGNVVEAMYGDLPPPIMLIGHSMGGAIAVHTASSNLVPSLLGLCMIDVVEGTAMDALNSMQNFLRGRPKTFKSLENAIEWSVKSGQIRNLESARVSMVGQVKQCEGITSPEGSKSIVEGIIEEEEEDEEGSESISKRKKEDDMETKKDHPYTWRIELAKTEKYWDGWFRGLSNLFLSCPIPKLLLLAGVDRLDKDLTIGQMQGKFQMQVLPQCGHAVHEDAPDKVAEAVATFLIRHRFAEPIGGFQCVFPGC
GLD-1 RNA inh = GLD-1/TGE RNA complex disruptors, primary screen, biochemical, fluorescence polarization; AID 2280, 2010; Female germline-specific tumor suppressor gld-1 (Caenorhabditis elegans), Q17339; purified GLD-1 + fluorescein TGE RNA; 0.44% of 320,000 active; inhibition, % at 5.96 µM;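 active means percent inhibition above a per-plate cutoff, the plate mean of test compounds plus 3 SD, cut at about 30% in these data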;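 further: 0% = DMSO wells with GLD-1 and probe and 100% = wells lacking GLD-1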
Fam108B counter = mouse Fam108B serine hydrolase inhibitors, primary screen, counter-screen for RBBP9 inhibitor project, biochemical, fluorescence polarization. recombinant Fam108B, FP-Rh probe fluorescence polarization. inhibition, % at 9.51 µM. 0.33% of 300,000 active. AID 1947, 2009;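 active means inhibition above the screen mean inhibition plus 3 SD, computed separately per campaign, cut at about 18% in these data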;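 further: inhibitors lower polarization as less probe binds the enzyme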
PAD4 FP inh = human PAD4 inhibitors, primary screen, biochemical, fluorescence polarization, 1536-well format | 0.41% of 330,000 active | Protein-arginine deiminase type-4 (Homo sapiens), Q9UM07 | inhibition, % at 6.36 µM | recombinant PAD4, RCA probe fluorescence polarization;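 active means percent inhibition above a cutoff equal to the mean of all tested compounds plus 3 SD, cut at about 15% in these data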;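 further: 0% = PAD4 with RCA probe and DMSO and 100% = probe without PAD4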
MEX-5 binding = MEX-5 zinc finger RNA-binding disruptors – biochemical, C. elegans, fluorescence polarization, MLPCN library, primary screen | Zinc finger protein mex-5 (Caenorhabditis elegans), Q9XUB2 | MEX-5/FITC-TCR2 RNA binding; hits give low values | activity score (negative = inhibition of binding), % at 10 µM | 0.38% of 300,000 active | AID 1832, 2009;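 active means inhibition past about -25% in most replicates, and total fluorescence under double the plate's negative control median, limit read from the data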;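 further: 0% = DMSO and -100% = 5 µM competing unlabeled TCR2 RNA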
TPT1 inh = Candida albicans TPT1 enzyme inhibitors, primary screen, biochemical, fluorescence polarization; tRNA 2'-phosphotransferase TPT1 (Candida albicans SC5314); recombinant caTPT1, FP RNA substrate dephosphorylation; inhibition, % at 5 µM; 0.81% of 300,000 active; AID 1962, 2009;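 active means inhibition above the mean of all tested compounds plus 3 SD, set per screening campaign, cut at about 24% in these data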;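 further: plate controls were DMSO alone for no effect and ferristatin control at 100 nM for full effect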
GSTO1 counter = inhibitors of recombinant GSTO1, primary screen, counter-screen for RBBP9 inhibitor project, biochemical, fluorescence polarization. Glutathione S-transferase omega-1 (Homo sapiens), P78417. inhibition, % at 5.96 µM. 1.1% of 300,000 active. activity-based probe fluorescence polarization;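 active means inhibition above the campaign mean inhibition plus 3 SD, cut at about 35% in these data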;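 further: 0% = GSTO1-1 with DMSO and 100% = wells lacking GSTO1-1 enzyme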
An asterisk follows results filed as active; . = not tested or not shown. Some of the compounds tested; rates above refer to the full screens.

SMILES	BCLXL inh	MCL1 BIM primary	PME-1 inh	GLD-1 RNA inh	Fam108B counter	PAD4 FP inh	MEX-5 binding	TPT1 inh	GSTO1 counter
Cc1cc(C)c2nc(N3C(=O)C(O)=C(C(=O)c4ccco4)C3c3ccco3)sc2c1 (configuration not stated)	8	31	-5	-2	-8	2	-0.2	5	-23
COc1ccc(N(CC(=O)NCCC2=CCCCC2)S(=O)(=O)c2ccccc2)cc1OC	5	-1	4	8	-5	3	0.3	-4	-10
CCOC(=O)C(NC(C)=O)C(OC(C)=O)c1cccc(N(CCO)CCO)c1 (configuration not stated)	6	14	2	-59	3	-1	-0.6	1	-3
CCC(Oc1ccccc1)C(=O)Nc1nnc(C)s1 (configuration not stated)	2	-1	-3	6	-2	-4	1.4	-1	-5
O=C1CC(Nc2ccc3ccccc3c2)C(=O)N1Cc1ccccc1 (configuration not stated)	0	7	3	7	5	1	-2.9	-4	-4
CC(C)(C)c1cc(=O)n2c(C#N)c(C#N)nc2[nH]1	0	-6	-2	0	1	1	0.7	2	-5
CC(C)c1ccc(NC(=O)COc2ccc(S(=O)(=O)N3CCOCC3)cc2)cc1	3	-2	-2	-4	-2	-3	-0.6	-1	8
CCCn1c(=O)[nH]c(=O)c2c1nc(-c1ccc(OC)c(Br)c1)n2CCOC	-4	-7	0	2	0	-2	-1.5	6	2
Cc1ccc(C(=O)NC2CC3CCCC(C2)N3C(=S)NCc2ccco2)cc1 (configuration not stated)	6	9	0	0	-1	-1	-3.7	2	9
CCOC(=O)N1CCN(C(=O)c2ccc(Cn3c(=S)[nH]c4cc(OCC)c(OCC)cc4c3=O)cc2)CC1	2	9	1	2	-5	0	-2.3	-3	4
CCCOc1ccc(CC2CCC(=O)NC2=O)cc1 (configuration not stated)	9	5	3	6	1	-3	-1.8	-2	9
COc1ccc(C(=O)c2sc3nc(-c4ccccc4)ccc3c2N)cc1	52*	40*	35*	-43	14	-3	-2.6	82*	-5
CCc1ccc([C@@H]2CC=C(C(=O)O)CN2S(=O)(=O)c2ccc(C)cc2)cc1	6	3	-2	-2	-1	4	.	0	12
COc1ccc(CN(Cc2ccc(C(=O)O)cc2)C(=S)Nc2ccccc2Cl)cc1OC	9	3	-7	3	-1	0	-1.1	-2	7
COCC(=O)N(C)c1nnc(-c2cnc(C)cn2)s1	6	1	-2	-2	1	3	-0.2	-3	4
COc1ccc(Cl)cc1NC(=O)C1CC(c2ccccc2O)=NO1 (configuration not stated)	1	4	6	-5	-9	-3	4.2	-1	3
Cc1cccc(C(=O)NC(=S)NNC(=O)c2ccc(Cl)cc2)c1	3	-3	0	3	-1	5	-4.3	3	-15
CCOC(=O)c1cc(-c2c(Cl)cccc2Cl)no1	-3	-4	-2	-4	0	0	1.4	2	-10
COc1ccccc1NS(=O)(=O)c1cc(NC(=O)c2cccs2)ccc1N1CCOCC1	-1	-2	-18	5	-20	0	-1.0	-1	-24
CCc1nn(CC(=O)NCCc2ccc(OC)cc2OC)c(=O)c2cc3occc3n12	5	7	2	-2	4	-1	0.1	-2	1
C/C(=N\Nc1ccc([N+](=O)[O-])cc1[N+](=O)[O-])C(C)(C)C(C(=O)O)C(=O)O	-2	1	-5	-2	4	-9	-5.8	-2	8
Cc1cc(C)c2nc(/N=C(\N)NC(=O)Nc3ccccc3)nc(C)c2c1	2	1	-67	-4	-27	1	-4.6	-3	-11
COc1ccc(CCNC(=O)Cn2nnc(C(=O)Nc3cccc(C)c3C)c2N)cc1OC	7	6	0	-1	-1	0	0.7	-5	-6
CC(=O)Nc1ccc(S(=O)(=O)Nc2nc3ccccc3nc2Nc2ccccc2)cc1	5	0	7	10	6	1	-0.2	-2	8
CC1CCCCC1NC(=O)C1CCN(S(=O)(=O)c2ccc3c(c2)CCC(=O)N3)CC1 (configuration not stated)	0	5	0	-7	5	2	2.6	0	3
COc1cc(NC(=S)N(C)CCC#N)c(OC)cc1Cl	5	3	4	7	1	2	0.9	-4	-2
O/N=C/c1ccc2cccc(O)c2n1	-1	7	-12	-7	-1	2	-13	-2	-4
COc1cc(Br)cc(CN2CCN(C=O)CC2)c1O	-4	3	6	2	8	-5	-4.2	2	3
O=C(NCN1CCCCC1)c1cnccn1	5	-3	4	6	0	0	1.3	-2	6
COC(=O)c1cc(-c2cccc(OC)c2)c2c(=O)[nH]c(=O)n(C)c2n1	2	3	15	4	-7	-1	-0.4	1	2
CCCOc1ccc(C(=O)ON=C2CCN(C)CC2)cc1	7	14	0	1	5	-2	1.4	-2	1
COc1ccc(OC)c(-c2cc(C(=O)NC3CCCC3)c3ccccc3n2)c1	0	7	3	-1	1	0	-0.2	-2	-3
O=C1Cc2ccccc2C(=O)N1c1ccc(F)cc1Cl	-3	-9	0	-6	2	-1	-5.2	-2	8
Cc1ccc2c(c1)C(=O)C(=O)N2CC(=O)Nc1ccc(N2CCOCC2)cc1	1	7	0	3	-6	-4	-4.4	2	9
CCCc1nc2c([nH]1)C(c1cccnc1)C(C#N)=C(N)O2 (configuration not stated)	5	3	-4	6	-2	0	-0.9	-3	4
COc1ccc(CNC(=O)CN(Cc2ccco2)C(=O)CNS(=O)(=O)c2ccc(C)cc2)cc1	5	4	2	-3	3	-3	0.7	0	5
CCCCCOc1ccc(NC(=O)C2OC3OC(C)(C)OC3C3OC(C)(C)OC23)cc1 (configuration not stated)	6	21	2	-4	3	-4	-2.9	-3	1
CC(=O)Nc1ccc(C(=O)CSc2nnc3scc(-c4ccccc4)n23)cc1	-7	-6	-7	4	3	3	0.9	0	-3
CC(C)(C)OC(=O)N1CCC2(CC1)Oc1ccc(F)cc1C(=O)C21CC(c2ccccc2)=NO1 (configuration not stated)	0	-6	-2	-3	-3	3	1.4	-2	5
Cc1ccc2nc(N3CCN(C)CC3)c(C#N)cc2c1	-1	0	0	-2	0	-5	-3.1	-1	-4
O=C(CN1C(=O)CCC1=O)Nc1nc(-c2ccccn2)cs1	8	9	-1	4	0	2	-4.4	-3	13
COCCNC(=O)CSc1nc2ccc(N3CCOCC3)cc2c(=O)n1Cc1ccc(OC)cc1	3	6	-3	5	3	-3	-1.3	2	21
CCC(C)N1CCC(Oc2ccc(C(=O)NCc3ccccn3)cc2)CC1 (configuration not stated)	8	8	-5	5	-2	0	-12	-3	8
O=C(CCn1c(=O)[nH]c2ccccc2c1=O)NCCSCc1ccccc1	6	2	2	1	-2	-2	0.7	-3	4
COc1ccc(S(=O)(=O)NCc2ccccn2)c(C)c1C	0	2	5	2	2	-5	-3.7	0	6
Cc1cccc(CNC(=O)C2CCC(=O)N(C3CC3)C2)c1 (configuration not stated)	1	3	-5	2	-4	-4	-0.8	-2	2
Oc1ccccc1N1CCN(c2ncnc3scc(-c4ccc(F)cc4)c23)CC1	-5	-10	3	-4	-3	-8	-0.3	-3	1
S=C1NC[C@H](CC2CCCCC2)N1CC1CCCCC1	2	-1	5	3	6	-3	1.2	1	-2

A portion of the results above, for reference:
SMILES	BCLXL inh	MCL1 BIM primary	PME-1 inh	GLD-1 RNA inh	Fam108B counter	PAD4 FP inh	MEX-5 binding	TPT1 inh	GSTO1 counter
CCCCCOc1ccc(NC(=O)C2OC3OC(C)(C)OC3C3OC(C)(C)OC23)cc1 (configuration not stated)	6	21	2	-4	3	-4	-2.9	-3	1
CC(=O)Nc1ccc(C(=O)CSc2nnc3scc(-c4ccccc4)n23)cc1	-7	-6	-7	4	3	3	0.9	0	-3
CC(C)(C)OC(=O)N1CCC2(CC1)Oc1ccc(F)cc1C(=O)C21CC(c2ccccc2)=NO1 (configuration not stated)	0	-6	-2	-3	-3	3	1.4	-2	5
Cc1ccc2nc(N3CCN(C)CC3)c(C#N)cc2c1	-1	0	0	-2	0	-5	-3.1	-1	-4
O=C(CN1C(=O)CCC1=O)Nc1nc(-c2ccccn2)cs1	8	9	-1	4	0	2	-4.4	-3	13
COCCNC(=O)CSc1nc2ccc(N3CCOCC3)cc2c(=O)n1Cc1ccc(OC)cc1	3	6	-3	5	3	-3	-1.3	2	21
CCC(C)N1CCC(Oc2ccc(C(=O)NCc3ccccn3)cc2)CC1 (configuration not stated)	8	8	-5	5	-2	0	-12	-3	8
O=C(CCn1c(=O)[nH]c2ccccc2c1=O)NCCSCc1ccccc1	6	2	2	1	-2	-2	0.7	-3	4
COc1ccc(S(=O)(=O)NCc2ccccn2)c(C)c1C	0	2	5	2	2	-5	-3.7	0	6

Continued:
SMILES	BCLXL inh	MCL1 BIM primary	PME-1 inh	GLD-1 RNA inh	Fam108B counter	PAD4 FP inh	MEX-5 binding	TPT1 inh	GSTO1 counter
CC1CCN(c2c(NCC3CCC(C(=O)NC4CCCCCC4)CC3)c(=O)c2=O)CC1 (configuration not stated)	5	-1	-4	0	3	0	-1.7	0	6
O=C(C/C(=N/O)c1ccccc1O)C(F)F	3	5	0	-3	-1	-5	1.0	-1	8
Cc1cccc(C(=O)O/N=C(\N)c2ccc(Cl)cc2)c1	5	7	4	5	-1	-6	-1.4	-2	0
COc1cc2c(cc1OC)-c1cc(NC3CC3)nc(=O)n1CC2	8	-1	-2	1	-3	-4	-1.0	-2	-5
Nc1ncnc(Nc2cc(Cl)cc(Cl)c2)c1[N+](=O)[O-]	3	7	-7	1	4	-4	-2.5	3	4
Cc1ccc(C(=O)Cn2ncsc2=N)cc1	1	0	-3	-3	1	-2	0.8	-1	2
CN(Cc1ccccc1)Cc1nc2c([nH]1)c(=O)[nH]c(=O)n2C	7	11	4	4	-3	3	-2.3	-2	2
COc1cccc(NC(=O)COC(=O)c2c(C)noc2C)c1	3	1	2	4	.	3	.	.	.
Clc1ccc(C2=NCCn3nc4ccccc4c32)cc1	10	8	-3	-14	1	-7	-0.7	-1	-4
CNCC(O)Cn1c(C(F)(F)F)nc2ccccc21 (configuration not stated)	4	3	-2	2	0	-5	0.3	-7	6
CCN(CC)CCCNC(=O)CNC(=S)N(CCCN1CCOCC1)Cc1cccs1	3	8	3	2	0	1	-2.0	-2	0
CC(=O)N(C1CC(C)C(C#N)(C#N)C1(C#N)C#N)N(C)C (configuration not stated)	8	8	5	1	2	5	1.3	0	3

Screening results: PubChem BioAssay, several laboratories
